M4 ag = CHRM4 agonism in calcium assay. P08173. CHO-K1 hM4/Gqi5, Fluo-8 calcium fluorescence; vehicle 0%, full acetylcholine response 100%. activation, % at 3 µM. 360,000 compounds, 0.14% hits. AID 624127;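 active = activation above the run mean over all test wells plus 3 SD, cut at about 32% in these data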;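 also: peak over basal fluorescence ratio per well then scaled between controls; 0% = DMSO wells and 100% = acetylcholine at EC100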
Target sequence (P08173 whole entry, looked up): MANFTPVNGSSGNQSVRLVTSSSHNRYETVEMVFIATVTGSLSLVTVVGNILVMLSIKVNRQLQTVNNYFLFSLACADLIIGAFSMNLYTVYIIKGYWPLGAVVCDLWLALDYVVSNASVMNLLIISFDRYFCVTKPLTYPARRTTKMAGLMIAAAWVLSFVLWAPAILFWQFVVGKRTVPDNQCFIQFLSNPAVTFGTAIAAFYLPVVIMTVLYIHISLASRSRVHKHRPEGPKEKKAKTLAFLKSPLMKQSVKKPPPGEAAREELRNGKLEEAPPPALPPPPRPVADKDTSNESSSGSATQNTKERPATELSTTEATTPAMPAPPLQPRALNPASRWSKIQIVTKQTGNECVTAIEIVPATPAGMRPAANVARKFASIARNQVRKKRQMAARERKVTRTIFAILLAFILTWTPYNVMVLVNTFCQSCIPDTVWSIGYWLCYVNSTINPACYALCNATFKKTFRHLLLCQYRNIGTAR
CHRM5 antagonist = CHRM5 antagonism in calcium assay. CHO-hM5 cells, Fluo-8 calcium fluorescence, ACh EC80. inhibition, % at 3 µM. 360,000 compounds, 0.59% hits. AID 624040;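 active = inhibition above a per-plate cutoff, the mean of that plate's test compounds plus 3 SD, cut at about 27% in these data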;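 also: 0% = acetylcholine EC80 with DMSO and 100% = DMSO without agonist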
Target sequence (P08912 whole entry, looked up): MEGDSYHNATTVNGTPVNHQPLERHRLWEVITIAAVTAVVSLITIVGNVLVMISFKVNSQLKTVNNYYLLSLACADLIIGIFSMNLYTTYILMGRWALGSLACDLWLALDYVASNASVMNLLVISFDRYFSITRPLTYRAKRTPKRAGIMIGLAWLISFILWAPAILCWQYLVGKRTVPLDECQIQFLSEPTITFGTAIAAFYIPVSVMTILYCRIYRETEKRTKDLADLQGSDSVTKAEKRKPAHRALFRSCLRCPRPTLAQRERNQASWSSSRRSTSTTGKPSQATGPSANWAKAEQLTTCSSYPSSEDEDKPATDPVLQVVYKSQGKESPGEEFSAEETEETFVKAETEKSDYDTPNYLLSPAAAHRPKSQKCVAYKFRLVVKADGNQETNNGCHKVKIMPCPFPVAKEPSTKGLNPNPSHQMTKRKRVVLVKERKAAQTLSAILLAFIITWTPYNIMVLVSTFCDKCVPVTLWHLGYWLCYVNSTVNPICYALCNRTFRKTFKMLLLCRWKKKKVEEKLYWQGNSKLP
M5 PAM = potentiates acetylcholine response at human M5 receptor. AID 624038. 360,000 compounds, 0.3% hits. CHO-K1 hM5, Fluo-8 calcium, ACh EC20 PAM; 0% = ACh EC20, 100% = ACh EC100. P08912. activation, % at 3 µM;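 active = activation above the run cutoff, the mean activation of all test compounds plus 3 SD, cut at about 18% in these data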
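Test system: CHO-K1 hM5 cells / Doses: single-point, 3 µM nominal / Times: Post-acetylcholine fluorescence recording 140 s / Technique: Fluo-8 calcium fluorescence / Measure: Max/basal fluorescence ratio as % of EC20–EC100 ACh window / Benchmarks: low control EC20 acetylcholine (0%), high control EC100 acetylcholine (100%) / Replicates: one well per compound, no replicates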
M4 antag = blocks acetylcholine activation of human M4 receptor. P08173. CHO-hM4 cells, ACh EC80, Fluo-8 calcium fluorescence. inhibition, % at 3 µM. 360,000 compounds, 0.73% hits. AID 624125;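 active = inhibition above its plate's cutoff, the mean inhibition of sample wells plus 3 SD, cut at about 27% in these data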;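 also: 0% = acetylcholine EC80 with DMSO and 100% = DMSO without agonist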
CRFBP-R2 agonist = CRF-BP/CRF-R2 complex agonism | activation, % at 13.2 µM | HEK293 CRF-R2/CRF-BP, calcium dye fluorescence (FLIPR); percent of saturating CRF peptide response | 350,000 compounds, 0.46% hits;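 active = activation of at least 50%, plus an integration ratio under a set limit after plate pattern correction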;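 also: plate controls were neutral control wells without compound for no effect and CRF at EC100 for full effect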
CRFBP-R2 block = CRF-BP/CRF-R2 complex antagonism; inhibition, % at 11.8 µM; HEK293 CRF-R2/CRF-BP, CRF-induced calcium fluorescence; 350,000 compounds, 0.59% hits;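 active = inhibition of the ligand-induced calcium signal above about 50% at the single tested concentration, limit read from the data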
M1 PAM = human CHRM1 positive allosteric modulation. P11229. CHO-K1 hM1, Fluo-8 calcium fluorescence, ACh EC20; 0% = ACh EC20, 100% = maximal ACh. activation, % at 3 µM. 360,000 compounds, 0.088% hits; in the data active = activation above about 19%, passing the limit was not always enough
CHRM5 agonist = CHRM5 agonism in calcium assay; CHO-K1 hM5 cells, Fluo-8 calcium fluorescence; 0% DMSO wells, 100% maximal acetylcholine response; 360,000 compounds, 0.19% hits; activation, % at 3 µM;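 active = activation above the run's mean over test compounds plus 3 SD, cut at about 23% in these data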;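 also: signal is peak over basal fluorescence ratio across the kinetic read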
M4 PAM = potentiates acetylcholine response at human M4 receptor. P08173. 360,000 compounds, 0.4% hits. CHO-K1 hM4/Gqi5, Fluo-8 calcium fluorescence, ACh EC20; 0% = ACh EC20, 100% = maximal ACh. activation, % at 3 µM;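 active = activation above its plate's cutoff, the mean activation of sample wells plus 3 SD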; also: some results filed as inactive read as strong as hits
* marks the source's active call; other numbers are inactive results; / = no result given.

CRFBP-R2 block | CHRM5 antagonist | M4 ag | M5 PAM | M1 PAM | CHRM5 agonist | M4 antag | M4 PAM | CRFBP-R2 agonist | Compound
-7.3 | 10.4 | 3.3 | -5.7 | 6.3 | 0.6 | -1.3 | 4.1 | -1.3 | COc1ccc2nc(SCC(=O)NC3(C#N)CCCCC3)[nH]c2c1
-5.9 | 10.5 | 1.0 | -0.6 | 7.0 | -3.3 | 7.6 | -1.6 | 1.3 | O=C(c1ccc(-c2cccc(Cl)c2Cl)o1)N1CCOCC1
9.0 | 5.6 | 1.5 | 16.4 | 8.5 | 1.7 | 7.3 | 21.1 | -1.8 | COc1ccc(CC(=O)Nc2ccc(N3CCOCC3)cc2)cc1OC
1.4 | 0.4 | -0.2 | 0.4 | 1.6 | -1.6 | -4.2 | 1.2 | 3.0 | CC1Cc2ccccc2N1C1=CC(=O)CC(C)(C)C1 (configuration not stated)
7.3 | 7.8 | 1.2 | 1.7 | 2.4 | -3.0 | 11.2 | -9.9 | 2.1 | CC1CCCCN1Cc1c(O)ccc2c(=O)c(-c3nc4ccccc4s3)coc12 (configuration not stated)
5.3 | 3.0 | 0.8 | -10.6 | 5.2 | -2.5 | -8.4 | 6.2 | -3.0 | COC(=O)CSc1ccc(C#N)c(SCC(=O)OC)c1
-3.0 | 9.5 | 1.4 | -9.0 | 7.3 | -0.2 | 1.5 | 2.0 | -1.6 | CCNC(=O)CC1C(=O)N(c2ccccc2)C(=O)N1CCc1ccc(OC)c(OC)c1 (configuration not stated)
-17.5 | -8.9 | 6.2 | 5.9 | 10.7 | 2.7 | -6.7 | -6.2 | 2.9 | CC(=O)NC(c1ccc(C(C)C)cc1)c1ccc2cccnc2c1O (configuration not stated)
2.0 | 0.4 | -0.5 | -5.9 | 7.9 | -3.5 | 3.7 | 7.9 | 0.5 | CCc1ccccc1NC(=O)CSc1nnc([C@@H](NC(=O)OC(C)(C)C)C(C)CC)o1 (some centres not stated)
13.4 | 14.6 | -0.1 | -1.7 | 5.5 | -9.9 | 9.0 | -7.0 | -0.8 | Cc1ccc(-n2nnnc2-c2ccccc2)cc1
7.8 | 14.1 | 0.3 | -3.7 | 2.2 | -2.6 | -4.5 | 0.7 | 1.1 | COc1cc(OC)cc(C(=O)NCCc2cnc[nH]2)c1
-12.6 | 0.2 | 0.2 | -0.1 | 1.2 | -3.2 | 4.0 | -1.5 | -1.2 | CCOc1ccc(C(=O)CSc2nnc3ccccn23)cc1
5.8 | 13.4 | 2.2 | -4.3 | -2.0 | 3.0 | -2.1 | -6.7 | -1.8 | CC(Sc1ccccc1)C(=O)N1CCN(S(=O)(=O)c2ccc(Cl)cc2)CC1 (configuration not stated)
4.7 | 2.9 | 0.7 | 9.9 | 12.6 | -1.2 | 14.6 | -3.0 | -1.7 | OC(COCc1ccccc1)COCc1ccccc1
-1.5 | 2.3 | 3.3 | -1.3 | 2.1 | 1.7 | -12.8 | 0.0 | 0.3 | CCN(CC)S(=O)(=O)N1CCC(C(=O)NCc2ccco2)CC1
-3.7 | -9.1 | 0.4 | 5.2 | 11.4 | 3.1 | -2.4 | 5.8 | -0.3 | O=C(c1ccc(Cn2cc(Br)cn2)o1)n1cccn1
15.3 | 0.6 | 1.6 | -0.7 | -1.4 | -3.7 | -3.1 | 3.9 | 0.9 | Cc1cc(CNC(=O)COc2ccc(F)cc2Cl)cc(C)c1O
10.5 | 18.3 | 0.9 | -9.2 | 1.1 | -3.5 | 3.1 | 0.5 | 1.1 | Cc1ccnc(NC(=O)C2CCCN(S(=O)(=O)c3ccc4[nH]c(=O)ccc4c3)C2)c1 (configuration not stated)
/ | 2.4 | 12.8 | -5.8 | / | -0.4 | 3.0 | -6.8 | / | COC(=O)[C@@]12C[C@@H](CC(=O)NCCCCc3ccccc3)C(=O)N(CCc3ccc(OC)c(OC)c3)C1=CCC(C)(C)C2
7.1 | 8.1 | -1.0 | 0.3 | 7.7 | 1.4 | -4.3 | 5.6 | 3.1 | C[C@@H]1CCC[C@]2(O[C@H](CCO)C[C@H](O)[C@H]2O)O1
-14.5 | 6.2 | 0.1 | 0.5 | -2.8 | -0.3 | 4.6 | -5.0 | -3.1 | O=C(NCc1ccc(F)cc1)C1CCCN(S(=O)(=O)c2cccc3nsnc23)C1 (configuration not stated)
17.4 | 4.4 | 0.2 | -0.2 | 4.1 | 0.7 | -4.5 | 17.2 | 2.1 | CC(=O)Nc1ccc(S(=O)(=O)N[C@@H](C)C(=O)Nc2ccc(N3CCOCC3)cc2)cc1
-8.1 | 3.5 | -0.1 | -4.8 | -0.8 | 2.6 | -15.1 | -2.8 | 6.4 | NC(=O)CN1CCN(C(=O)NC2CCCCC2)CC1
-18.6 | -6.0 | -0.2 | -5.0 | 2.7 | -4.8 | -2.9 | -3.2 | -1.4 | Cn1c(SCC2CCCCC2)nnc1-c1ccncc1
-5.2 | 1.7 | 1.4 | 0.1 | -0.1 | -0.8 | 5.9 | 1.1 | -1.7 | S=C(Nc1ccc(Cl)cc1)N1CCCCC1
0.2 | -3.8 | -0.4 | 12.2 | 7.1 | 2.5 | -7.9 | 4.0 | 3.9 | CC(C)N=C1NN=C(c2cccs2)C(CC(=O)O)S1 (configuration not stated)
/ | 3.1 | -0.9 | -5.5 | -5.3 | -0.5 | -5.2 | 5.1 | / | O=C1C(=Cc2ccc(Cl)cc2)CCc2ccccc21
-15.8 | 0.1 | 0.6 | -0.9 | 7.3 | -1.6 | 1.3 | 2.4 | 2.6 | O=C(NC1C(=O)NNC1c1ccccc1)c1ccc(F)cc1 (configuration not stated)
4.2 | 4.7 | -0.9 | 4.8 | 1.2 | -0.6 | 10.6 | -1.4 | -1.0 | CCOc1ccc(NC(=O)c2ccc(F)cc2F)cc1
8.5 | 3.0 | 2.0 | 0.0 | 5.5 | -5.8 | -6.6 | 3.5 | 0.2 | Cc1ccc(NS(=O)(=O)c2cc(C(=O)NCc3ccncc3)ccc2C)cc1
2.1 | -0.2 | 1.0 | -2.7 | 4.0 | -0.2 | 8.0 | 1.5 | -0.7 | CC(C)(C)NS(=O)(=O)c1ccc(NS(=O)(=O)c2ccc(F)cc2)cc1
9.2 | 1.1 | -0.5 | 0.6 | 9.3 | 0.0 | 6.1 | -2.2 | -0.4 | CCS(=O)(=O)CCSC(=N)N
-2.5 | 4.5 | 4.2 | -6.1 | -9.1 | 0.4 | 15.0 | -8.9 | -0.2 | CC(=O)Oc1c(C)c2c3c(c1OC(C)=O)[C@@H](C)CC[C@@H]3[C@@H](C)C[C@H]2C=C(C)C
8.7 | -8.9 | 1.4 | 3.9 | 6.2 | 0.2 | 0.0 | -0.8 | 0.4 | O=S(=O)(Nc1nccs1)c1cnc(Cl)c(Br)c1
23.2 | -4.4 | -1.2 | -1.1 | 0.4 | -1.0 | 9.8 | 2.2 | 0.5 | COc1ccc(OC)c(C(=O)c2oc3ccccc3c2NC(C)=O)c1
-0.8 | -3.3 | 1.1 | 2.3 | 6.8 | 3.2 | -7.7 | 1.6 | -1.4 | Cn1c(CCNC(=O)c2ccco2)nc2cc(NC(=O)NC3CCCCC3)ccc21
-8.6 | 18.3 | -0.1 | -2.2 | 4.8 | -5.8 | 1.5 | 1.6 | 0.6 | O=C(NC(Cc1ccccc1)C(=O)O)/C(=C\c1ccccc1)NC(=O)c1ccc(Br)o1 (configuration not stated)
/ | -2.4 | 1.2 | -4.1 | / | 2.5 | 2.6 | -5.0 | / | CCOC(=O)[C@]12CCCC=C1N(Cc1cccc3ccccc13)C(=O)[C@H](CC(=O)N1CCN(C(=O)C3CC3)CC1)C2
-5.5 | 15.0 | 1.3 | -1.3 | 2.1 | -3.3 | 3.9 | 0.7 | -1.7 | CCOc1ccccc1NC(=O)CCS(=O)(=O)c1ccc2c(c1)CCN2C(C)=O
1.1 | -5.7 | 1.3 | 5.2 | 11.9 | -2.1 | -0.8 | 12.9 | 0.5 | Cc1c(Cl)cccc1NC(=S)N1CCN(c2ncccn2)CC1
3.4 | 5.0 | 6.6 | -3.8 | -0.8 | 1.5 | 5.1 | -10.1 | -2.3 | CCOC(=O)N1CCN(C(=O)/C(=C/c2cccc3ccccc23)NC(=O)c2ccc(OC)c(OC)c2)CC1
3.7 | 6.2 | 0.0 | 6.4 | 3.6 | -8.2 | 9.5 | 8.7 | -1.0 | C=CCNC(=O)C1CC=CCC1C(=O)O (configuration not stated)
-8.9 | -6.7 | -0.3 | 8.6 | 0.3 | -5.8 | -11.4 | 9.2 | 1.4 | CC(NC(=O)C12CC3CC(CC(C3)C1)C2)C(=O)NCCN(C)C (configuration not stated)
-6.2 | 9.0 | 1.1 | 2.5 | 8.9 | -12.5 | 2.9 | -3.6 | 1.0 | CN1CCCC(OC(=O)c2ccc(Cl)cc2)C1 (configuration not stated)
15.9 | 1.7 | 0.6 | 3.5 | 6.4 | 0.9 | 13.6 | -3.5 | -1.2 | Cc1c(NS(=O)(=O)c2ccc(NCCN3CCOCC3)c([N+](=O)[O-])c2)c(=O)n(-c2ccccc2)n1C
37.0 | 1.1 | 1.4 | -2.2 | -4.4 | -1.9 | 3.2 | 0.2 | -2.2 | Cc1ccc(S(=O)(=O)N2[C@@H](c3ccc(Cl)c(Cl)c3)C(C(=O)O)=C[C@H]2C(C)(C)C)cc1
8.4 | 3.1 | 0.3 | -1.1 | 5.2 | -0.2 | 10.2 | 0.9 | 0.1 | CCOCC(=O)Nc1nc2ccccc2s1
6.0 | -2.2 | 4.7 | -10.9 | -2.1 | -4.6 | -8.8 | -4.4 | -0.2 | O=C(COC(=O)C1(c2ccccc2)CC1)N1CCN(c2ccc(F)cc2)CC1
20.1 | -3.0 | -0.1 | -0.8 | 2.2 | -2.5 | 10.1 | -5.0 | -0.7 | Cc1nn(-c2ccc(F)cc2)c(Cl)c1/C=C/C(=O)OCC(=O)Nc1ccc(F)cc1F
9.4 | -0.5 | 0.3 | 1.7 | -1.0 | -7.2 | -3.7 | 4.2 | -0.9 | CCN1CCN(S(=O)(=O)c2ccc3ccccc3c2)CC1
23.1 | -2.5 | 0.6 | -0.4 | 14.0 | -0.8 | -2.3 | 0.8 | -0.9 | O=C(CCl)NCCCCCCCCCNC(=O)CCl

Full records, quoted from the list. Screens in order: CRFBP-R2 block | CHRM5 antagonist | M4 ag | M5 PAM | M1 PAM | CHRM5 agonist | M4 antag | M4 PAM | CRFBP-R2 agonist
Cc1ccc(S(=O)(=O)N2[C@@H](c3ccc(Cl)c(Cl)c3)C(C(=O)O)=C[C@H]2C(C)(C)C)cc1 as listed: 37.0 | 1.1 | 1.4 | -2.2 | -4.4 | -1.9 | 3.2 | 0.2 | -2.2
CCN1CCN(S(=O)(=O)c2ccc3ccccc3c2)CC1 as listed: 9.4 | -0.5 | 0.3 | 1.7 | -1.0 | -7.2 | -3.7 | 4.2 | -0.9

Fetched by structure from above:
CRFBP-R2 block | CHRM5 antagonist | M4 ag | M5 PAM | M1 PAM | CHRM5 agonist | M4 antag | M4 PAM | CRFBP-R2 agonist | Compound
15.9 | 1.7 | 0.6 | 3.5 | 6.4 | 0.9 | 13.6 | -3.5 | -1.2 | Cc1c(NS(=O)(=O)c2ccc(NCCN3CCOCC3)c([N+](=O)[O-])c2)c(=O)n(-c2ccccc2)n1C
/ | -2.4 | 1.2 | -4.1 | / | 2.5 | 2.6 | -5.0 | / | CCOC(=O)[C@]12CCCC=C1N(Cc1cccc3ccccc13)C(=O)[C@H](CC(=O)N1CCN(C(=O)C3CC3)CC1)C2
